High-throughput results (PubChem)
Tb PFK block: qHTS Assay to Find Inhibitors of T. brucei phosphofructokinase. 330,000 compounds, 0.17% hits. AID 485367, 2010. Potency, µM (top dose mostly 57.5 µM), without a hit: top-dose activity, negative = inhibition, actives largely listed as inhibitors. T. brucei PFK, ADP-Glo luminescence. ATP-dependent 6-phosphofructokinase (Trypanosoma brucei brucei), O15648;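 further: potency means the concentration at half of the fitted maximal effect; 0% = uninhibited 1x PFK enzyme wells and -100% = no-enzyme wells; nearly all actives have a fitted effect of over 60% in size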
Target sequence (O15648 whole entry, looked up): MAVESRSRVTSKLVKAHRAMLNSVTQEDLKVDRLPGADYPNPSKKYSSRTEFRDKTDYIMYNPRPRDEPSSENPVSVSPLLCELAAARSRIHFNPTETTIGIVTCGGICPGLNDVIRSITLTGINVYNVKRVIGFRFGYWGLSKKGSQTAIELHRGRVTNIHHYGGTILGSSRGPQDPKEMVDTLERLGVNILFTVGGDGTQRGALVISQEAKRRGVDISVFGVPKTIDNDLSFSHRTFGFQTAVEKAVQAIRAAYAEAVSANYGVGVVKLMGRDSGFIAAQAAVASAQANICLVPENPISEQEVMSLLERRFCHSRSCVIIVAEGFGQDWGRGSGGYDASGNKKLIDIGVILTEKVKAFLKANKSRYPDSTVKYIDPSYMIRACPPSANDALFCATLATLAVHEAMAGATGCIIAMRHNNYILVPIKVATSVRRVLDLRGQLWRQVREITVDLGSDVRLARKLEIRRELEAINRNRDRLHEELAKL
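PFK 1.25 nM, F6P 0.5 mM, ATP 0.1 mM, 0.1 M TEA pH 8.0, 5 mM MgCl2, 0.01% Tween20, 0.1% BSA; 45 min RT. ADP-Glo readout. qHTS titration up to 57 uM; curves fitted, compounds curve-classed.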
TSHR antag: Antagonists of the Thyroid Stimulating Hormone Receptor: HTS campaign | Thyrotropin receptor (Homo sapiens), P16473 | AID 504810, 2011 | activity change, negative = inhibition, % at 11.5 µM | 330,000 compounds, 0.2% hits | TSHR-expressing cells, TSH-stimulated cAMP HTRF, 2 h; active compounds read low;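 active means activity change below a set negative limit, meaning inhibition stronger than a set level, cut at about -70% in these data; inconclusive means activity change between two set negative limits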; further: on the % scale 0 is the no-effect control and ±100 the full control effect
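Antagonism was scored as loss of TSH-driven cAMP in TSHR cells, stimulated with 4nM TSH (EC80) for 2 hours at 37 deg C and detected by homogeneous HTRF competition immunoassay.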
Coupling enz: qHTS Assay for Inhibitors of Fructose-1,6-bisphosphate Aldolase from Giardia Lamblia: Coupling assay counterscreen | coupling enzyme system counterscreen, AmpLite Red fluorescence | activity change, negative = inhibition, % at 58.2 µM, hits read low | 290,000 compounds, 0.67% hits; in the data active means activity change below about -30%; further: on the % scale 0 is the no-effect control and ±100 the full control effect
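Compounds tested against the coupling enzymes alone at 57.5 uM final; readout was AmpLite Red fluorescence (525/598 nm) after 20 min at RT.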
GALK inh: qHTS Assay for Inhibitors of Human Galactokinase (GALK); 270,000 compounds, 0.007% hits; AID 1868, 2009; Purified GALK, Kinase-Glo residual ATP luminescence; Potency, µM (titrated, usually from 57.5 µM), for the others: at the highest dose activity change, negative = inhibition, usual class: inhibitors; P51570; further: potency means the concentration at half of the fitted maximal effect; on the % scale 0 is the no-effect control and ±100 the full control effect
Target sequence (P51570 whole entry, looked up): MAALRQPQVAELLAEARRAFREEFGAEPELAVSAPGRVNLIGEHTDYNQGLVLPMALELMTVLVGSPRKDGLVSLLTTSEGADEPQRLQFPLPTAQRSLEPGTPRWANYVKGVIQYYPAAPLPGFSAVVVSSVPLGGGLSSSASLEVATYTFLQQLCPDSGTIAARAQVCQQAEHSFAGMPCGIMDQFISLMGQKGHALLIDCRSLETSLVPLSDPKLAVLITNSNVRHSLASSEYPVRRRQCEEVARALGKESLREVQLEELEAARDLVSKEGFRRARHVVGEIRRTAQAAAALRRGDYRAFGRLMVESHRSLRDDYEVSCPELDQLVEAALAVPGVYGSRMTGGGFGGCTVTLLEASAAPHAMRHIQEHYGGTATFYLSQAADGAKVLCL
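GALK at 5 nM final was combined with compound, 35 uM ATP and 100 uM galactose in HEPES pH8.0 with MgCl2 and DTT. The reaction ran one hour at room temperature before luminescent ATP detection.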
hERG WT inh: qHTS for Inhibitors of KCHN2 3.1: Wildtype qHTS; Voltage-gated inwardly rectifying potassium channel KCNH2 (Homo sapiens), Q12809; U2OS, BacMam KCNH2, thallium flux FluxOr; active compounds read low; activity change, % at 1.84 µM; 340,000 compounds, 0.37% hits; AID 720551, 2013;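 active means maximum activity change below -70%; inconclusive means maximum activity change between -70% and -50%; inactive means maximum activity change above -50%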; further: on the % scale 0 is the no-effect control and ±100 the full control effect
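U2OS cells were transduced with wild-type KCNH2 virus (2.03 x 10^8 / mL) for 4 h at room temperature, then cultured overnight at 37 C. Thallium flux was read with FluxOr dye. Rate constants were normalized to DMSO controls.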
Giardia kill: Small Molecules that selectively kill Giardia lamblia: qHTS | activity change, % at 7.66 µM, hits read low | Giardia lamblia trophozoite viability | 340,000 compounds, 0.15% hits; in the data active means activity change below about -80%; inconclusive means between about -30% and that limit;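 further: parasites exposed to compound for two days anaerobically before the ATP read; on the % scale 0 is the no-effect control and ±100 the full control effect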
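Anaerobic 48 hrs incubation at 37 deg C of 100 trophozoites/well with test compounds; ATPLite 1-Step luminescence, 15-30 min RT, reports cellular ATP as viability.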
A-T KAP1 phos: qHTS Assay for Identifying a Potential Treatment of Ataxia-Telangiectasia; […] A-T fibroblasts, KAP-1 phosphorylation AlphaLISA; neocarzinostatin DNA damage 30 min before lysis; Potency, µM (highest dose often 57.5 µM), for the others: at the highest dose activation, usual class: activators; 320,000 compounds, 0.19% hits; further: potency means the concentration at half of the fitted maximal effect; % of control where 0% means no effect; nearly all actives have a fitted effect of over 45% in size
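hTERT-immortalized A-T patient fibroblasts ([…]), 500 cells/well in OPTI-MEM, 1% FBS, got compounds for 60 min, then NCS for 30 min at 37C. Lysates were then assayed for phospho-KAP-1 by AlphaLISA (anti-pKAP1 donor, anti-KAP1 acceptor beads), 6 hr at 25C.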
CXXC DNA block: qHTS Fluorescence Polarization Assay for Inhibitors of MLL CXXC domain - DNA interaction | MLL-CXXC / FITC-HOXA9 DNA fluorescence polarization | 290,000 compounds, 0.037% hits | Histone-lysine N-methyltransferase 2A (Homo sapiens), Q03164 | Potency, µM (highest dose often 115 µM), for the others: top-dose activity change, negative = inhibition, hits mostly inhibitors; active means well fitted inhibition curve with a large enough effect in the polarisation, with a control signal flat, not every such curve was filed as active; inconclusive means small, poorly fitted or top-dose-only effect, or effect the other way, or a change in a side signal; inactive means no such curve, though single readings can be large or run the other way; the % refers to the polarisation; further: potency means the concentration at half of the fitted maximal effect
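Steps: dispense CXXC domain solution (7 uM) → pin compounds or unlabeled HOX-A9 DNA control → 5 min ambient → add FLSN-HOX-A9 solution (50 nM) → spin → 30 min ambient → fluorescence polarization. Tris pH 7.5/NaCl/DTT/BSA buffer.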
Chronic BCR inh: qHTS Assay to Find Inhibitors of Chronic Active B-Cell Receptor Signaling. ABC-DLBCL IkBa-CBG/CBR reporter, luminescence ratio, 4 h. Potency, µM (doses to about 46.1 µM), for inactives: top-dose ratio change, negative = lower green/red ratio, usual class: inhibitors. 340,000 compounds, 0.05% hits; active means well fitted inhibition curve with a large enough effect in the signal ratio, with a control signal flat, not every such curve was filed as active; inconclusive means small, poorly fitted or top-dose-only effect, or effect the other way, or a change in a side signal; the % refers to the signal ratio;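 further: potency means the concentration at half of the fitted maximal effect; plate controls were basal doxycycline-induced cells for no effect and cells given 10 µM MG132 for full effect; MG132 reads +100%, hits lower the ratio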
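Concentration-response series (up to 46 uM) were applied to TMD8 dual-reporter cells for 4 h at 37C with doxycycline. Green/red ratio, after filter-overlap correction, defined %Activity; red signal alone was normalised to basal cells and zero luminescence.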
TCR act: Activators of T cell receptors: qHTS campaign. primary human leukocytes, anti-CD3, IL-2 HTRF, 48 h. Potency, µM (titrated, usually from 9.22 µM), inactives show at the highest dose activation of IL-2 secretion, usual class: activators. AID 504894, 2011. 330,000 tested, under 10 active; further: % of control where 0% means no effect
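48 hr co-incubation of compounds, a-CD3 beads and primary human leukocytes; IL-2 quantified homogeneously by HTRF with anti-IL-2 K and d2 conjugates.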
The depositor's hits bear a star; i = inactive; u = inconclusive; x = no result given; [ ] = dose if it differs, or a comment. Unless noted, the call rests on the fitted dose curve; in most records, active means well fitted curve in the direction sought with a large enough effect; inconclusive means small, poorly fitted or top-dose-only effect, or another doubt; inactive means no such curve, though single readings can be large; an effect the other way counts as inactive or inconclusive.

1. N#Cc1ccsc1NC(=O)CN1CCN(c2ccccc2O)CC1
2. C=CCN1C(=O)N/C(=C/c2ccc(N3CCOCC3)o2)C1=O
3. COc1ccc(/C=N/NC(=O)c2cc(C)oc2C)cc1OCc1ccccc1
4. O=c1[nH]c(CSc2ccccn2)nc2ccccc12
5. CC(=O)c1cccc(NC(=O)c2ccc(NS(=O)(=O)c3c(C)noc3C)cc2)c1
6. CC1CCCCN1CCNC(=O)C1CC(=O)N(c2ccc(F)c(Cl)c2)C1 (stereo not drawn)
compound no.	1	2	3	4	5	6
Tb PFK block	0%	-23%	25%	-7%	1%	5%
TSHR antag	-3	-3	-13	7	-13	0
Coupling enz	1	-12	6	3	1	1
GALK inh	-2%	x	1%	2%	-1%	-3%
hERG WT inh	-3	x	-10	i	9	12
Giardia kill	-5	x	18	-26	-5	8
A-T KAP1 phos	7%	6%	-5%	-7%	0%	2%
CXXC DNA block	-3%	6%	11%	16%	-2%	-5%
Chronic BCR inh	-4%	u	u	4%	3%	2%
TCR act	-7%[46.1 µM]	x	7%	3%	-1%	6%

Record cards, from the list above. Order of screens: Tb PFK block | TSHR antag | Coupling enz | GALK inh | hERG WT inh | Giardia kill | A-T KAP1 phos | CXXC DNA block | Chronic BCR inh | TCR act
C=CCN1C(=O)N/C(=C/c2ccc(N3CCOCC3)o2)C1=O as listed: -23% | -3 | -12 | x | x | x | 6% | 6% | u | x
O=c1[nH]c(CSc2ccccn2)nc2ccccc12 as listed: -7% | 7 | 3 | 2% | i | -26 | -7% | 16% | 4% | 3%
COc1ccc(/C=N/NC(=O)c2cc(C)oc2C)cc1OCc1ccccc1 as listed: 25% | -13 | 6 | 1% | -10 | 18 | -5% | 11% | u | 7%
CC1CCCCN1CCNC(=O)C1CC(=O)N(c2ccc(F)c(Cl)c2)C1 (stereo not drawn) as listed: 5% | 0 | 1 | -3% | 12 | 8 | 2% | -5% | 2% | 6%
CC(=O)c1cccc(NC(=O)c2ccc(NS(=O)(=O)c3c(C)noc3C)cc2)c1 as listed: 1% | -13 | 1 | -1% | 9 | -5 | 0% | -2% | 3% | -1%

New compounds follow
7. O=C1OCCN1C(=O)[C@H]1[C@H](c2ccccc2)C(c2cccc(Cl)c2)=NN1c1ccc(Br)cc1
8. Cc1cc(C)c2cc(CN(Cc3ccc4c(c3)OCO4)Cc3nnnn3Cc3ccco3)c(=O)[nH]c2c1
9. O=C(O)C(=O)/C(=C\c1cccc2ccccc12)c1ccc2ccccc2n1
10. COC(=O)CNC(c1ccccc1)c1cc(Br)ccc1NC(C)=O (stereo not drawn)
11. Cc1nn2c3ccccc3n(C)c2nc1=O
12. O=C(COC(=O)c1ccccc1Nc1ccc(SC(F)F)cc1)NCc1ccco1
compound no.	7	8	9	10	11	12
Tb PFK block	-7%	20%	0%	2%	-4%	3%
TSHR antag	14	-1	27	-5	2	-22
Coupling enz	-1	1	4	8	-1	0
GALK inh	x	-3%	-2%	-3%	-2%	1%
hERG WT inh	5	7	28	3	-3	12
Giardia kill	-19	10	-8	-23	5	9
A-T KAP1 phos	u	5%	x	7%	4%	2%
CXXC DNA block	x	3%	u	5%	1%	-12%
Chronic BCR inh	6%	u	u	-1%	u	-13%
TCR act	2%[46.1 µM]	-1%	-1%	2%	-7%[46.1 µM]	0%

13. COc1ccc(N(CC(=O)NC2CCCCC2)C(=O)CCCC(=O)Nc2ccccn2)c(OC)c1
14. N#Cc1ccc(-c2nnnn2-c2ccc3c(c2)OCO3)cc1
15. O=C(NCCO)C(=O)NCC1OCCCN1S(=O)(=O)c1cc(F)ccc1F (stereo not drawn)
16. O=C(NC1CCCCC1)c1ccc(NS(=O)(=O)c2cccc3cccnc23)cc1
17. CCn1cc(C(=O)O)c(=O)c2cc(F)c(N3CCN(S(=O)(=O)c4ccc(NC(=O)OC)cc4)CC3)cc21
18. CCC(=O)N1CCc2cc(S(=O)(=O)CCC(=O)NCCc3ccc(S(N)(=O)=O)cc3)ccc21
compound no.	13	14	15	16	17	18
Tb PFK block	-2%	-5%	0%	3%	-5%	-9%
TSHR antag	0	-9	-6	3	-12	0
Coupling enz	3	1	x	4	3	1
GALK inh	2%	4%	2%	1%	0%	9%
hERG WT inh	-13	-3	-10	-6	-4	1
Giardia kill	8	9	7	2	16	12
A-T KAP1 phos	-2%	1%	-12%	3%	5%	0%
CXXC DNA block	-7%	-2%	0%	8%	12%	-4%
Chronic BCR inh	-6%	-1%	0%	-23%	6%	-12%
TCR act	4%	-7%	4%	-11%	-23%[46.1 µM]	0%

19. COc1ccc(S(=O)(=O)N2CCC(C(=O)Oc3ccc(C)cc3)CC2)cc1OC
20. O=C(Cn1nc(-c2ccccc2)ccc1=O)NCc1ccc(F)cc1
21. CC1Oc2ccccc2N(CC(=O)NCCCN2CCOCC2)C1=O (stereo not drawn)
22. Cc1cc(C)n(C(=O)CNC(=O)c2ccc(Cl)cc2Cl)n1
23. Cc1onc(-c2ccccc2Cl)c1C(=O)N1CCN(c2ccc(F)cc2)CC1
24. Cc1ccccc1C(=O)Nc1ccnn1C1CCN(CCCc2ccccc2)CC1
compound no.	19	20	21	22	23	24
Tb PFK block	2%	-3%	3%	1%	13%	1%
TSHR antag	16	-4	6	3	7	13
Coupling enz	x	0	0	1	0	x
GALK inh	x	-1%	-1%	0%	2%	-6%
hERG WT inh	-2	2	0	-3	2	-139*
Giardia kill	6	32[activator]	1	-4	10	u
A-T KAP1 phos	0%	0%	3%	-2%	-4%	-3%
CXXC DNA block	x	-1%	2%	-6%	4%	-27%
Chronic BCR inh	2%	-6%	0%	16%	1%	0%
TCR act	4%	4%	8%	0%	10%	-1%

25. O=C(Cn1cccc1)N1CCN(C(c2ccccc2)c2ccccc2)CC1
26. CCCn1c(SCC(=O)Nc2ccccc2Cl)nc(O)cc1=O
27. Cc1cc(C(=O)CSc2nc(N)cc(N)n2)c(C)n1CCc1ccc(F)cc1
28. CC(=O)Nc1ccc(NC(=O)c2cccc(S(=O)(=O)N(C)C3CCCCC3)c2)cc1
29. COc1ccc(NS(=O)(=O)c2ccc3nc(COc4cccc5ccccc45)[nH]c3c2)cc1
30. Cc1nc2c3c(-c4ccccc4)c(-c4ccccc4)oc3ncn2n1
compound no.	25	26	27	28	29	30
Tb PFK block	-19%	23%	5%	u	-2%	-1%
TSHR antag	5	-4	-2	-12	-6	7
Coupling enz	1	x	-1	x	5	0
GALK inh	1%	x	0%	x	1%	-3%
hERG WT inh	10	31	-8	-10	4	x
Giardia kill	1	4	10	-18	-1	x
A-T KAP1 phos	4%	-5%	6%	10%	3%	-1%
CXXC DNA block	0%	x	16%	x	15%	2%
Chronic BCR inh	u	13%	-3%	8%	u	4%
TCR act	4%	-5%	-4%	8%	3%	x

31. CN(C)c1ccc(P(=O)(OCc2ccccc2)C(O)c2ccc(Cl)cc2)cc1 (stereo not drawn)
32. CCN([C@H](CO)C(C)C)S(=O)(=O)c1ccccc1Br
33. CCC(C)N(C(=O)CSc1ncnc2sccc12)C1CCS(=O)(=O)C1 (stereo not drawn)
34. COc1cc(/C=N/N=C(\N)c2nonc2N)ccc1O
35. COc1nc(Cl)cn(-c2ccc(C)cc2)c1=O
36. COC(=O)C1C2C=CC3(CN(C(C)c4ccc(OC)cc4)C(=O)C13)O2 (stereo not drawn)
37. CN1CCN(Cc2oc(CO)cc(=O)c2O)CC1
38. O=C(OCC(=O)N1CCCc2ccccc21)c1ccccc1NCCO
compound no.	31	32	33	34	35	36	37	38
Tb PFK block	4%	3%	7%	-5%	-5%	-4%	1%	-6%
TSHR antag	3	-5	-2	13	38	-8	-6	3
Coupling enz	0	x	x	3	1	10	1	x
GALK inh	-3%	x	x	5%	3%	-6%	-3%	x
hERG WT inh	-8	41	3	1	-1	5	0	4
Giardia kill	9	-14	2	-4	-11	16	6	-14
A-T KAP1 phos	9%	-3%	1%	-1%	-18%	3%	-2%	24%
CXXC DNA block	-8%	x	x	-4%	7%	-1%	-7%	x
Chronic BCR inh	-1%	6%	-9%	u	-6%	9%	u	-20%
TCR act	6%	-4%[46.1 µM]	14%	-2%	0%[46.1 µM]	-2%	-4%	-7%
